Screening results deposited in PubChem by several laboratories.
RORa activator: activators of orphan receptor RORA, primary screen, cell-based, luminescence; Nuclear receptor ROR-alpha (Homo sapiens), P35398; CHO-K1 Gal4-RORA LBD luciferase reporter; percent increase over mock-subtracted basal signal; activation, % at 10 µM; 65,000 compounds, 1.5% hits; AID 560, 2006;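 active = activation above the mean of all tested compounds plus 3 SD, cut at about 49% in these data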;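 note: 0% = DMSO-treated RORA cells and 100% = added signal equal to DMSO minus mock-transfected cells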
Target sequence (P35398 whole entry, looked up, the tested form may be a part): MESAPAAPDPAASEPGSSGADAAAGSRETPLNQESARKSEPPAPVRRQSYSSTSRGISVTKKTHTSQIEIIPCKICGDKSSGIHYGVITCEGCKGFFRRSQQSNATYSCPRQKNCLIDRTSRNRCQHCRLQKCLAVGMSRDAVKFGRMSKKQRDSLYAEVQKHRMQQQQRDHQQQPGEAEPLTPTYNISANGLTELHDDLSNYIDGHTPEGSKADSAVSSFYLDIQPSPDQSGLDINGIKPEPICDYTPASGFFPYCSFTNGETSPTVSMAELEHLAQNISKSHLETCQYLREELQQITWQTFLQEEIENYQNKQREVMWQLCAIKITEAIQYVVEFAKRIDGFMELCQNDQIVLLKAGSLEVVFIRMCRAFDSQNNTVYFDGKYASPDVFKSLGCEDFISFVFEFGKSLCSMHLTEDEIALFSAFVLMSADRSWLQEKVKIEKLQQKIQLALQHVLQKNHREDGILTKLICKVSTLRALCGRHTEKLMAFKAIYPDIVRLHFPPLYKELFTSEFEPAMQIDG
SF-1 act: activators of human SF-1, primary screen, cell-based, CHO-K1, Gal4-SF-1 LBD, luciferase luminescence; CHO-K1 Gal4-SF-1 LBD luciferase reporter; % increase over DMSO SF-1-specific signal; activation, % at 10 µM; 65,000 compounds, 1.9% hits; AID 522, 2006;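 active = activation above the mean activation of all tested compounds plus 3 SD, cut at about 50% in these data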
Target sequence (Q13285 whole entry, looked up, the tested form may be a part): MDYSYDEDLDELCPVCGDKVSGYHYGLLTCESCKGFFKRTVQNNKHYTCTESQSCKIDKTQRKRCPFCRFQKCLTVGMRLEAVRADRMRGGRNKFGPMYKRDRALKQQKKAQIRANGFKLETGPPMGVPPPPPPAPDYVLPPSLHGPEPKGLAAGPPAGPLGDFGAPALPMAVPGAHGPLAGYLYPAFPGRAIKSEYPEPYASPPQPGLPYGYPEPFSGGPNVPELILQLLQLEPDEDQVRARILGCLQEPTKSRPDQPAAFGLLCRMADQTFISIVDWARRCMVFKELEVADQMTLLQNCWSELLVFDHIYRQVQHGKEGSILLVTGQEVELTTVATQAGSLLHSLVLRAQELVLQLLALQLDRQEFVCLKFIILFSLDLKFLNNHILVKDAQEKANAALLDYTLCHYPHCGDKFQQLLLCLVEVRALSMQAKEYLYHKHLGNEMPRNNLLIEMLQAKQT
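Material: CHO-K1 cells with Gal4–hSF-1 LBD chimera plus Gal4-driven luciferase / Input: 4,000 CHO-K1 cells per well / Incubation: compound exposure 20 h at 37 °C / Signal: luminescence read 15 min after SteadyLite luciferase reagent, after room-temperature equilibration / Read-out: percent activation versus DMSO / Benchmarks: DMSO negative control and −SF1 background wells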
Fluor 339 460: intrinsic fluorescence of library compounds, ex339/em460 – biochemical, MLSMR library, data from DPM-DC assay, artefact control, profiling panel; compound autofluorescence, ex339/em460 nm, NADH buffer; stronger effect = higher value; 1 = no-compound wells, NADH background; fluorescence fold increase at 10 µM; 65,000 compounds, 5.5% hits; AID 709, 2007;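 active = at 10 µM, mean starting fluorescence two-fold or more over control wells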;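 note: signal is the first read of a kinetic run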
NADH coupling: inhibitors of PK/LDH coupling enzymes, profiling panel, artefact control, biochemical, MLSMR library. IC50, µM (titrated, usually from 10 µM), inactives show at the top dose inhibition. 65,000 compounds, 0.02% hits. coupled PK/LDH NADH assays, four targets;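 active = single-dose screening hits from any of four coupled enzyme assays that gave an IC50 when retested across doses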;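 note: the DPM-DC format reads NADH fluorescence rather than 340 nm absorbance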
TNAP act DEA: human TNAP enzyme activators, primary screen, biochemical, luminescent, intermediate phosphate acceptor level | Alkaline phosphatase, tissue-nonspecific isozyme (Homo sapiens), P05186 | purified TNAP, CDP-star luminescence, 100 mM DEA, 30 min; stronger effect = higher value; scale: 0 levamisole-inhibited, 1 vehicle-only enzyme | activation factor at 20 µM | 64,000 tested, under 10 active;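 active = activation factor of at least 2 at 20 µM, relative to controls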
M1 antag: antagonists of rat M1 muscarinic receptor | Muscarinic acetylcholine receptor M1 (Rattus norvegicus), P08482 | 64,000 compounds, 3.4% hits | CHO-M1 cells, Fluo-4 calcium, ACh EC80 antagonist mode; stronger effect = lower value | B-score at 10 µM;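 active = calcium fluorescence response, raw or row-and-column corrected B-score, differing from the plate sample mean either way at a set confidence level, mostly lower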
Ec RNAP inh: E. coli RNAP inhibitors, biochemical | E. coli RNA polymerase, fluorescence transcription assay | inhibition, %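 (tested at 10 µM)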 | 62,000 compounds, 0.2% hits | AID 559, 2006; in the data active = inhibition above about 20%;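 note: 0% = enzyme without compound and 100% = no enzyme blank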
M1 ag: M1 muscarinic receptor agonists, primary screen, CHO-M1 cells, Fluo-4 calcium, agonist mode. Fluo-4 calcium fluorescence; stronger effect = higher value. B-score at 10 µM. 64,000 compounds, 3% hits;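 active = fluorescence rise, raw or as B-score row- and column-corrected plate score, outside the 99.7% band of its plate's samples, either direction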
tolC growth inh: growth inhibitors of E. coli tolC mutant, primary screen, strain BW25113 ΔtolC::kan, 384-well. growth inhibition, % at 10 µM (by protocol). OD615. 65,000 compounds, 2.2% hits. AID 573, 2007;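 active = growth inhibition at or above a cutoff equal to the mean over every tested compound plus 3 SD, cut at about 60% in these data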;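 note: growth measured after 20 h incubation at 37 °C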
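Assay system: tolC-deleted E. coli BW25113. Medium: kanamycin-containing LB broth (50 µg/mL). Dosing: 10 µM final, single dose. Timing: bacterial growth with compound for 20 h at 37 °C. Detection: A615 absorbance measurement. Read-out basis: growth inhibition in percent.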
* hit, by the source's call; . = not tested or not shown; [ ] = dose if it differs, or a comment.

SMILES	RORa activator	SF-1 act	Fluor 339 460	NADH coupling	TNAP act DEA	M1 antag	Ec RNAP inh	M1 ag	tolC growth inh
CCN(CC)c1ccc(C2C3CCCCC3(O)CCN2CC(=O)N2CCCCC2)cc1 (stereo not drawn)	3	-4	1.1	7%	0.9	-0.55	10	-0.99	12
CCn1c(CNc2ccccc2Cl)nnc1SCC(=O)NCc1ccccc1	9	1	1.1	5%	0.9	-3*	11	0.34	10
Cc1cc(NC(=O)C2(c3ccccc3)CCCC2)no1	-32	9	1.1	5%	.	-0.065	.	0.93	-14
CN(CCc1ccccn1)Cc1ccc(Cl)cc1Cl	1	15	1.2	15%	0.9	-1.1	6	0.16	7
CCn1c(SCC(=O)N2c3ccccc3CCc3ccccc32)nc2c1c(=O)n(C)c(=O)n2C	-1	4	1.1	4%	0.9	-0.011	1	-0.79	-4
CC(=O)Nc1ccccc1NC(=O)CC(C)(C)C	-13	5	1.1	7%	0.9	.	-6	.	-20
Cc1nnc(NC(=O)CN2C(=O)c3ccccc3S2(=O)=O)s1	-6	-14	1.1	3%	1	0.42	1	-1	5
CSc1nncc(-c2ccc(F)c(F)c2)n1	-13	-3	1.1	4%	0.9	0.56	1	0.22	-3
C=CCOc1ccc(C2/C(=C(\O)c3c(C)[nH]c(C(=O)OC)c3C)C(=O)C(=O)N2CCN(C)C)cc1 (stereo not drawn)	-15	6	0.98	2%	0.9	0.041	-5	-0.084	-4
COc1ccccc1CC(=O)Nc1ccc(-c2nnc(-c3ccco3)o2)cc1	14	2	2.3*	5%[fluoresces]	0.9	1.1	-6	2.2	8
CC(=Nc1cccc(O)c1)c1sc2ccccc2c1O	17	94*	1	3%	0.8	-0.037	13	5.4*	12
N=c1oc2ccccc2cc1-c1nc2ccccc2c(=O)[nH]1	19	28	1.1	8%	1	-0.0098	-3	-0.88	-22
O=C1CC(C(=O)N(c2cccc(F)c2)C(C(=O)NC2CCCC2)c2ccccn2)CS1 (stereo not drawn)	14	2	1	5%	0.9	1.2	5	0.95	-11
COc1ccc(N2CCN(C(CNC(=O)c3ccco3)c3cccnc3)CC2)cc1 (stereo not drawn)	-7	2	1.1	7%	0.9	0.019	7	-1.1	-20
CC1=C(C(=O)OCc2ccccc2)C(c2ccccc2OC(F)F)NC(=O)N1 (stereo not drawn)	-15	0	1.1	2%	0.9	0.94	-10	-0.15	19
COc1cccc(NC(=O)CN(c2cccc(F)c2)S(C)(=O)=O)c1	-20	-7	1.1	4%	0.9	0.21	3	-0.074	-7
Cc1c(O)ccc(C(=O)CN2C(=O)c3ccccc3C2=O)c1O	12	6	1	3%	1	.	4	.	9
Cc1cc(C)nc(SCc2nnc(SCC(=O)Nc3ccc(Cl)c(C(F)(F)F)c3)o2)n1	-18	-29	1.1	4%	1	0.016	-1	-1.8	47
O=C(O)CCCC(=O)Nc1ccccc1C(=O)N1CCCC1	-14	-5	1	9%	0.9	-0.074	-1	-0.082	-10
CCOC(=O)N1CCN(C(=O)C2CCN(c3ncnc4c3sc3cccc(F)c34)CC2)CC1	-75	-55	1.8	11%	0.9	-6.7*	10	6.4	32
Nc1ccc(-c2nnc(-c3ccc(-c4ccccc4)cc3)o2)cc1	61*	55*	3.9*	11%[fluoresces]	0.9	-0.94	-53	-0.0026	-26
CC1CCCCC1NS(=O)(=O)c1ccc(S(=O)(=O)N2CCN(CCC#N)CC2)cc1 (stereo not drawn)	-2	-6	1.1	7%	0.9	-0.19	8	0.16	6
CCCn1c(NCc2cccc(OC)c2O)nc2ccccc21	15	1	1.1	0%	1	0.37	8	0.27	14
O=C(CN1CCC(O)(c2ccc3c(c2)OCO3)CC1)OC1CCCCC1	-20	-2	1	3%	0.9	-0.22	8	0.34	-4
COc1ccc(C(C)=O)cc1COC(=O)Cn1cnc2ccccc2c1=O	-12	0	1.1	12%	0.9	0.14	6	0.4	5

Other structures.
SMILES	RORa activator	SF-1 act	Fluor 339 460	NADH coupling	TNAP act DEA	M1 antag	Ec RNAP inh	M1 ag	tolC growth inh
CCC(=O)Nc1ccc(NC(=O)C23CC4CC(CC(C4)C2)C3)cn1	34	17	1.1	1%	0.9	0.26	5	-1.5	8
CC(NC(=O)C1CC=CCC1C(=O)O)C1CC2CCC1C2 (stereo not drawn)	-17	1	1.1	6%	0.9	0.21	5	0.24	-8
COc1ccc(-n2c(=S)[nH]c3cc(C(=O)NCCCN4CCCC4=O)ccc3c2=O)cc1	9	8	1.1	10%	0.9	-0.19	4	0.63	-18
CN=C(NC)SC1CC(=O)N(c2ccccc2)C1=O (stereo not drawn)	-1	6	1	9%	0.9	0.67	4	-1.3	-15
CCCn1c(SCC(=O)Nc2ccccc2CC)nnc1C(C)C	14	5	1.1	6%	1	-0.049	13	-0.62	-18
CC(=O)c1ccc(OCCCC(=O)OCC(=O)N2CCN(c3ccccc3)CC2)cc1	-8	15	1.1	5%	0.9	-0.73	-2	9.3*	14
CC1CCCC(C)N1C(=O)c1cc(-c2cccs2)on1 (stereo not drawn)	61*	29	1.1	7%	0.9	0.41	0	-0.013	3
NC(=O)c1c(-c2ccccc2)oc2ccc(O)cc12	4	-12	1	4%	0.8	-0.41	10	-0.05	2
O=C(O)CSCCn1cccn1	-16	-4	1.1	4%	1	0.78	4	-1.4	-31
Cc1ccc(NC(=O)c2oc3ccc(S(=O)(=O)N4CCOCC4)cc3c2C)cc1C	4	-12	3.1*	5%[fluoresces]	0.9	-0.46	2	-0.16	-3
COc1cc2c(cc1OC)C1=C(C#N)CCC(=O)N1CC2	-7	23	1	2%	.	0.54	.	0.052	11
CCn1nc(C)c(Oc2ccccc2O)c1C	-13	-11	1.1	5%	0.9	-0.54	1	-0.9	-9
CCOC(=O)CSc1nc(N)c(C#N)c(-c2cccs2)c1C#N	.	.	1.1	4%	1	-0.023	0	-0.8	-1
CCn1c(COc2ccc(C)cc2)nnc1SCC(=O)Nc1ccc2c(c1)OCCO2	-2	-2	2*	3%	1	-0.029	.	3.6	-12
CCOC(=O)c1[nH]c2ccc(Br)cc2c1NC(=O)CCN1CCC(C(=O)OCC)CC1	-9	-7	1.1	2%	0.8	-5.2*	7	-0.48	-4
C#CCNc1c(C)c(C)nc2ncnn12	-5	8	1.1	3%	0.8	-0.076	2	-0.0098	-14
O=C(c1cnccn1)N1CCc2ccccc21	9	2	1	8%	0.8	0.024	-5	0.34	-3
NC(=O)C1CCN(C2CC(=O)N(c3cccc(F)c3)C2=O)CC1 (stereo not drawn)	-10	-2	1.1	6%	1	1.3	4	-0.14	-41
O=C(c1cccs1)N1CCN(C(=O)c2ccco2)c2ccccc2C1	2	-18	1.1	6%	0.9	-1.4	4	-0.99	1
Cc1cccc(N2C(N)=C(C#N)C(C#N)(C#N)C2c2ccccc2)c1 (stereo not drawn)	-7	3	2.7*	12%	0.8	-0.65	6	-0.4	100*
COc1cc(-c2nnc3sc(-c4cccs4)nn23)cc(OC)c1OC	-3	-16	1.2	3%	0.9	-0.54	-3	2	2
COc1cc(CNc2ccc3[nH]c(=O)[nH]c3c2)cc(Cl)c1OCC(=O)NC(C)(C)C	7	6	3*	11%	.	-0.78	.	-1.4	1
OCc1cn(-c2ccccc2)nc1-c1ccc(-c2nn(-c3ccccc3)cc2CO)cc1	-8	-4	1.3	0%	1	-0.14	5	-0.92	3
CC1=CS/C(=C(/C#N)C(=O)N2CCOCC2)N1c1ccccc1	3	-4	1	7%	1	1.7	9	1	-13
O=S(=O)(c1ccc(Sc2nnc3ccccn23)nc1)N1CCOCC1	-6	2	1.1	8%	1	0.16	6	-1.4	-13

The closing 3 records of the section above lead into the next:
SMILES	RORa activator	SF-1 act	Fluor 339 460	NADH coupling	TNAP act DEA	M1 antag	Ec RNAP inh	M1 ag	tolC growth inh
OCc1cn(-c2ccccc2)nc1-c1ccc(-c2nn(-c3ccccc3)cc2CO)cc1	-8	-4	1.3	0%	1	-0.14	5	-0.92	3
CC1=CS/C(=C(/C#N)C(=O)N2CCOCC2)N1c1ccccc1	3	-4	1	7%	1	1.7	9	1	-13
O=S(=O)(c1ccc(Sc2nnc3ccccn23)nc1)N1CCOCC1	-6	2	1.1	8%	1	0.16	6	-1.4	-13
O=C(CSc1ccccc1)Nc1ccncc1	14	-8	1.1	1%	0.9	0.15	6	-0.35	-2
Cc1cccc(NC(=O)Cn2c(C)c(C#N)c3ccccc32)c1C	-14	2	1.1	3%	1	0.17	2	-0.41	-24
O=C(NCCc1ccccc1F)C1CCCN1S(=O)(=O)c1ccccc1 (stereo not drawn)	-3	0	1.1	5%	0.9	-0.54	4	0.29	-1
CC1CCN(CCCNC(=O)c2ccc(CS(=O)(=O)Cc3ccccc3F)o2)CC1	-9	8	1.1	5%	1	-0.27	7	-0.31	-11
CN(C)c1oc(COc2ccccc2F)nc1C#N	7	7	1.1	3%	0.9	-0.21	11	0.39	3
CCOC(=O)N1CCN(C(=O)c2nn(-c3ccc(C)cc3)c(=O)c3c2c2ccccc2n3C)CC1	-10	-6	2.2*	6%	0.9	-1.1	3	-0.074	-8
c1cncc(-c2nnc(SCCSc3nnc(-c4cccnc4)o3)o2)c1	-3	12	1	2%	0.9	-0.083	-13	0.94	-14
COc1ccc(C2CC(=O)c3cnc(NC(=O)c4cccc(OC)c4)nc3C2)cc1 (stereo not drawn)	7	17	1.1	3%	0.9	1.1	1	0.037	17
CCCS(=O)(=O)N1CCCC(C(=O)NCc2ccco2)C1 (stereo not drawn)	17	-6	0.99	4%	1	-0.4	4	-1.1	-19
O=C(NCc1cccs1)C1CCCN(S(=O)(=O)c2cccc3cccnc23)C1 (stereo not drawn)	-3	-16	1.1	3%	0.9	0.65	1	-0.1	-1
Cc1occc1C(=O)Nc1cccc2ccccc12	28	74*	1.1	1%	0.8	-0.9	0	0.78	32
CC1CCCC(NC(=O)c2ccc3c(=O)n(CC4CCCO4)c(=O)[nH]c3c2)C1C (stereo not drawn)	10	-4	1.7	4%	0.9	-0.1	0	-1	13
CN1C(=O)c2cccc(NCCCN3C(=O)c4ccccc4C3=O)c2C1=O	-4	5	1.9	5%	0.9	1.1	5	4.8*	-23
Cc1occc1C(=O)Nc1ccc2c(c1)OCCO2	23	44	1.1	3%	0.9	-0.58	4	0.23	5
c1csc(Cc2nn3c(-c4ccncc4)nnc3s2)c1	-15	2	1.1	2%	0.9	0.2	7	0.48	22
O=C(Cn1nnc(-c2ccc(Cl)cc2)n1)NCC1CCCCC1	-4	-1	1	9%	0.9	1.3	8	0.34	-2
COc1ccc2oc(=O)c(C(=O)N3CCCc4ccccc43)cc2c1	-10	13	1.1	6%	0.9	-0.65	2	0.59	-11

Part of the list above, in CSV form.
Structure,RORa activator,SF-1 act,Fluor 339 460,NADH coupling,TNAP act DEA,M1 antag,Ec RNAP inh,M1 ag,tolC growth inh
c1cncc(-c2nnc(SCCSc3nnc(-c4cccnc4)o3)o2)c1,-3,12,1,2%,0.9,-0.083,-13,0.94,-14
COc1ccc(C2CC(=O)c3cnc(NC(=O)c4cccc(OC)c4)nc3C2)cc1 (stereo not drawn),7,17,1.1,3%,0.9,1.1,1,0.037,17

This is a random part of the collection. Share with any hit: about 15%.
